Cneo AK release – causes C. neoformans cell lysis; adenylate kinase release luminescence, 4 h; normalised: neutral wells 0, clomiphene wells 100; lysis activity, % at 15 µM; 0.2% of 360,000 active;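 active = mean lysis activity across replicates of at least 80%, whatever share of replicates individually reach that level; inactive = mean lysis activity below 80%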
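Assay system: log-phase C. neoformans yeast / Quantity: yeast cell density of 5 × 10^6 cells/mL / Medium: fresh YPD growth medium / Compound: single dose / Timing: static 4 h at 37 °C with compound, 1 h detection / Measured by: adenylate kinase release luminescence / Read-out: lysis from increased AK signal / Benchmarks: Clomiphene as positive lysis control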
ARNT-TACC3 inh – disruptors of human ARNT/TACC3 interaction; Q9Y6A5; AlphaScreen His-ARNT PAS-B/GST-TACC3 binding, luminescence; TACC3 fragment carries E629A point mutation; inhibition, % at 9.99 µM; 0.66% of 390,000 active; AID 623870;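 active = mean inhibition of replicates at least 50% and at least half of replicates each reaching 50%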;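 also: 0% = complete ARNT plus TACC3 wells and 100% = ARNT alone without TACC3; many hits fall short of the cut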
PglD DTNB – inhibitors of Campylobacter jejuni PglD acetyltransferase | purified PglD enzyme, DTNB colorimetric CoA detection | inhibition, % at 12.5 µM | 0.098% of 360,000 active; in the data active = inhibition above about 16%, passing the limit was not always enough; also: strong numbers were not always called active
C2C12 statin – suppressors of simvastatin-induced myotoxicity in C2C12 myotubes; rescue of ATP level, % at 7.49 µM; ATP luminescence, 48 h; scaled: DMSO 0, geranylgeraniol control 100; 0.78% of 330,000 active; AID 602340;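 active = mean ATP rescue above about 67%, or every replicate alone reaching that limit, limit read from the data, passing the limit was not always enough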;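 also: myotubes were challenged with 10 µM simvastatin during compound exposure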
PAX8 inh HTS – lowers PAX8-driven luciferase in RMG-I cells; RMG-I TPO-luciferase reporter, SteadyGlo, 24 h; inhibition, % at 12.6 µM; 1.2% of 360,000 active; AID 652154;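 active = mean replicate inhibition at least 60% with every replicate also reaching 60%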;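 also: luciferase light reporting Pax8 driven TPO promoter activity; plate controls were median of neutral control wells for no effect and mitoxantrone controls for full effect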
PGC1a acetyl inh – PGC1a acetylation modulation, inhibitor mode | U2OS PGC1a acetylation, AlphaScreen anti-acetyl-lysine; with virally co-expressed GCN5 acetyltransferase | inhibition, % at 15.6 µM | 0.17% of 350,000 active | AID 651687;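 active = every replicate shows inhibition of at least 40%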;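 also: 0% = neutral control wells and 100% = positive control wells; some results beyond the cut were filed as inactive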
GSIS activator – primary screen for activators of insulin secretion dependent on glucose, INS-1E cells, GLuc reporter luminescence. INS-1E GLuc reporter insulin secretion, 2-3 h. activation, % at 16.6 µM. 0.61% of 370,000 active. AID 743287;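 active = lowest replicate activation of at least 40%, so every replicate reaches that level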;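 also: 0% = median of neutral control wells and 100% = median of IBMX positive control wells; some compounds called inactive have numbers as strong as hits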
LGR2 antag – inhibitors of bursicon-induced Drosophila LGR2 receptor cAMP signaling; HEK293 LGR2, CRE-luciferase, bursicon-stimulated, 4 h; inhibition, % at 9.99 µM; 0.35% of 380,000 active;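 active = drop in luminescence signal, shown as inhibition above about 50% in the replicate tests, limit read from the data, passing the limit was not always enough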;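 also: agonist challenge used bursicon conditioned medium at about half maximal strength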
Starred values were filed as active, the others as inactive; · = not tested or not shown; & = joins results of further samples. This is a random part of the collection; 2.9% or so of the library scored in one or more.

SMILES	Cneo AK release	ARNT-TACC3 inh	PglD DTNB	C2C12 statin	PAX8 inh HTS	PGC1a acetyl inh	GSIS activator	LGR2 antag
O=C(NN=Cc1ccc2c(c1)CCC2)c1ccccc1O	-1	·	-6	2	-86	12	-14	-69
CC1CN(C(=O)C2CCCCC2)C(C)CN1C(=O)C1CCCCC1 (stereo unspecified)	4	-4	2	1	·	-8	·	·
COc1cc(C2C(c3ccccc3)C(c3cc(OC)cc(=O)o3)C2c2ccccc2)oc(=O)c1 (stereo unspecified)	4	0	-2	7	·	-4	-3	18
CC(C)NC(=O)N(C)C[C@@H]1Oc2ncc(C#CC3CCCCC3)cc2C(=O)N([C@H](C)CO)C[C@H]1C	·	·	·	26	·	22	-8	10
N#Cc1cccc(NC(=O)CCNS(=O)(=O)c2ccc3[nH]c(=O)oc3c2)c1	2	3	-1	6	·	·	·	·
CN1CCc2c(sc(NC(=O)C3CCN(S(=O)(=O)c4cccs4)CC3)c2C(N)=O)C1	0	-7	2	-3	-4	·	5	4
COc1ccc(OC)c(NC(=O)CSc2nc(-c3ccccc3)cc(=O)[nH]2)c1	1	-1	3	-4	-9	-9	-3	6
COc1ccc(CCNC(=O)COC(=O)Cc2cccc(F)c2)cc1	1	-4	1	13	4	-3	-10	-6
CCOP(=O)(c1c(F)c(F)c(F)c(F)c1F)C(O)c1ccccc1 (stereo unspecified)	2	-4	3	8	·	-10	·	·
O=c1[nH]oc2cc(Cl)ccc12	·	-5	·	·	1	14	-10	12
Cc1ccc(NC(=S)N(CCCN2CCOCC2)Cc2ccccn2)cc1Cl	-4	1	-4	·	-6	·	12	2
CC#CCN1c2ccccc2[C@]23C[C@@H](C(=O)OC)N(C(C)=O)C2=NC(C(=O)OC)=C(C(=O)OC)[C@H]13	0	4	7	-9	-26	7	-29	6
COc1cc(N)c(Cl)cc1C(=O)OCC(=O)N1CCCCCC1	·	·	·	5	-1	5	-2	-8
CC(=O)N1[C@@H](CO)[C@@H](c2ccccc2)[C@@H]1CN(CC1CCC1)C(=O)CN(C)C	-12	-2	20	-1	2	0	-2	11
CC(=O)N1c2ccc(S(=O)(=O)NCC3CCC(C(=O)NC4CCCCC4)CC3)cc2CC1C (stereo unspecified)	-1	-3	0	-1	2	·	-7	11
Cc1c(C#N)c(NC(=O)CCl)n(Cc2cccs2)c1C	·	1	·	·	40	-22	-22	·
CCc1cccc(C)c1NC(=O)COC(=O)CCn1c(C)csc1=O	3	·	3	-2	8	-2	17	20
COc1ccc(CCNC(=O)CSc2nc3[nH]ncc3c(=O)n2-c2ccc(Br)cc2)cc1OC	·	1	·	·	14	-1	37	4
C=CCNC(=S)NNC(=O)c1ccc(Br)o1	·	0	·	·	-1	·	31	4
COc1ccc(C(=O)N[C@H](C(=O)NCc2ccco2)C(C)C)cc1	0	-7	0	-9	-1	1	-31	13
CCOc1ccc(NC(=O)CSc2nc3ccsc3c(=O)n2CCCCC(=O)O)cc1	1	·	1	2	-11	13	26	0
C[C@@H]1CN([C@H](C)CO)S(=O)(=O)c2ccc(C#CC3CC3)cc2O[C@@H]1CN(C)C(=O)c1ccccc1	1	-3	-1	-11	·	-11	-16	4
CSc1cccc(NC(=O)CNS(=O)(=O)c2ccccc2)c1	0	·	4	0	-36	·	0	1
CC(C)CC#Cc1cnc2c(c1)C(=O)N([C@H](C)CO)C[C@@H](C)[C@H](CN(C)Cc1ccccc1C(=O)O)O2	35	-4	0	5	·	0	10	-22
O=C(NCCC1=CCCCC1)c1cccc(S(=O)(=O)N2CCCCC2)c1	1	1	-3	-5	1	·	-41	-12
Cc1ccc(CN2C(=O)CSC2c2cccnc2)cc1 (stereo unspecified)	·	-21	·	3	21	1	·	17
O=C(O)CCC(=O)c1ccc2c(c1)CCCC2	0	-34	9	5	-2	·	9	-67
FC(F)(F)c1ccc(C2NCCc3sccc32)cc1 (stereo unspecified)	·	3	·	·	-35	·	-1	-13
CCSc1nc2c(sc3ccccc32)c(=O)n1C(C)C	-1	0	-1	4	·	·	·	·
CO[C@@H]1CN(C)C(=O)c2ccc(NC(=O)C3CCOCC3)cc2OC[C@@H](C)N(S(=O)(=O)c2ccc(Cl)cc2)C[C@H]1C	-4	1	1	-1	-5	-6	-20	1
Cc1cc(C2C(=O)NC(=O)C2=O)c(C)cc1Br (stereo unspecified)	1	1	0	-2	0	15	-2	-4
N#Cc1c(SCC(=O)Nc2nncs2)sc2c(O)cc(=O)[nH]c12	-1	·	-1	-10	10	-6	28	-19
O=C(NCc1cc(F)cc(C(F)(F)F)c1)C1CCC(=O)N(C2CCCC2)C1 (stereo unspecified)	2	-7	3	3	-24	-9	14	8
CC(C(=O)N1CCCc2ccccc21)N1CCN(S(=O)(=O)c2ccccc2F)CC1 (stereo unspecified)	1	-6	0	-1	·	-11	·	·
O=C(Nc1ccccc1-c1nnc(SCc2ccc(Cl)cc2)o1)c1ccccc1	1	1	4	-4	10	1	·	·
Nc1nc2c(ncn2[C@@H]2O[C@H](CNS(=O)(=O)N3CCCC3)[C@@H](O)[C@H]2O)c(=O)[nH]1	0	·	0	-3	-4	0	8	1
C=CCOC(=O)C1=C(C)NC(=O)NC1/C=C/c1ccccc1OC (stereo unspecified)	-1	-7	-1	·	-6	·	5	3
C[C@@H]1CCCCO[C@H](CN(C)C)[C@H](C)CN([C@H](C)CO)C(=O)c2cc(NS(=O)(=O)c3ccc(Cl)cc3)ccc2O1	-5	-13	4	-2	8	-15	1	10
CCC(CC)NC(=O)c1ccc2nc[nH]c2c1	-1	-1	-1	-8	·	1	4	-14
CN(Cc1ccccc1)C(=O)COC(=O)C1CCN(S(=O)(=O)c2ccc3c(c2)OCCO3)CC1	·	-3	·	6	·	3	-3	6
CC(C)NC(=O)NC(=O)CSc1nnc(-c2c[nH]c3ccccc23)o1	-1	-6	-2	-2	7	-7	11	-7
C=CCn1c(-c2cc3c(s2)CCC(CC)C3)n[nH]c1=S (stereo unspecified)	·	-7	·	·	-12	·	14	-15
COC(=O)c1ccccc1NC(=O)c1ccc(COc2ccc3c(c2)CCC3)cc1	3	-8	-11	-10	-48	-24	·	·
C=C(C)Cn1c(SCC(=O)N/N=C/c2cccc(O)c2)nc2ccccc2c1=O	·	-16	·	6	·	2	-15	-17
CC(=O)c1cccc(NC(=O)COc2cc(C)on2)c1	1	3	-1	4	-2	2	8	16
COc1ccccc1CNC(=O)C[C@H]1CC[C@H]2[C@@H](COC[C@H](O)CN2C(=O)Nc2ccc(Cl)cc2)O1	-8	-6	-1	-12	-18	8	-6	5
CC(=O)c1ccc(OC(C)C(=O)Nc2cccc(S(=O)(=O)NCc3ccco3)c2)cc1 (stereo unspecified)	12	-2	0	1	4	0	3	7
COc1ccc(S(=O)(=O)Nc2ccc3c(c2)CC(=O)N([C@H](C)CO)C[C@@H](C)[C@H](CN(C)S(=O)(=O)c2ccccc2)O3)cc1	-1	1	4	4	-10	6	8	2
NC(=O)CSc1cn(Cc2ccc(F)cc2)c2ccccc12	2	-4	3	29	13	9	·	-22
C=CCc1cccc(/C=N/NC(=O)c2ccccc2OC)c1O	4	-3	-1	2	-11	1	-2	-27
CN(C)c1ccc(C(=O)N2CCC2(C)C(=O)O)cc1 (stereo unspecified)	3	·	4	14	3	-4	22	17
CS(=O)(=O)N(CC(=O)NC1CC2CCC1C2)c1ccc(Oc2ccccc2)cc1 (stereo unspecified)	·	4	·	·	-13	-10	-35	-19
Cc1cnc(C)c(N2CCN(C(=O)C3CCC(=O)N(CCc4cccc(F)c4)C3)CC2)n1 (stereo unspecified)	-4	-3	-4	·	11	·	-3	-12
Cc1cc(C(=O)N/N=C/c2cccc(OC(=O)c3cccc(Br)c3)c2)n[nH]1	-2	4	0	·	-14	-1	-3	-1
CCC(C)Sc1cccc(-c2nc3cc(C)ccn3c2NC2CCCCC2)c1 (stereo unspecified)	0	-7	0	-11	0&-2	-1	128&-16	5&8
CCCNC(=O)N(C)C[C@@H]1Oc2ncc(C3=CCCCC3)cc2C(=O)N([C@@H](C)CO)C[C@H]1C	-1	·	9	17	·	-4	-18	-10
N#CCC(=O)Nc1ccc(C(=O)OCC(=O)Nc2ccc3ccccc3c2)cc1	·	·	·	-5	4	5	-13	5
O=C(C1CC1)N1C[C@H]2[C@@H](c3ccccc31)[C@@H](CO)N2C(=O)c1ccccc1	-2	3	2	11	2	1	-3	-15
O=[N+]([O-])c1cc(C(F)(F)F)ccc1N1CCN(S(=O)(=O)c2ccc3ccccc3c2)CC1	1	11	-6	26	·	24	-16	11
O=C(Cc1ccccn1)N1CC(=O)N2[C@H](CO)[C@@H](c3ccc(C#CC4CCCCC4)cc3)[C@@H]2C1	·	·	·	·	10	1	-12	10

An excerpt from above in order of count of non-hydrogen atoms, smallest number first.
SMILES	Cneo AK release	ARNT-TACC3 inh	PglD DTNB	C2C12 statin	PAX8 inh HTS	PGC1a acetyl inh	GSIS activator	LGR2 antag
NC(=O)CSc1cn(Cc2ccc(F)cc2)c2ccccc12	2	-4	3	29	13	9	·	-22
C=CCc1cccc(/C=N/NC(=O)c2ccccc2OC)c1O	4	-3	-1	2	-11	1	-2	-27
CC(=O)c1ccc(OC(C)C(=O)Nc2cccc(S(=O)(=O)NCc3ccco3)c2)cc1 (stereo unspecified)	12	-2	0	1	4	0	3	7
Cc1cnc(C)c(N2CCN(C(=O)C3CCC(=O)N(CCc4cccc(F)c4)C3)CC2)n1 (stereo unspecified)	-4	-3	-4	·	11	·	-3	-12
CCCNC(=O)N(C)C[C@@H]1Oc2ncc(C3=CCCCC3)cc2C(=O)N([C@@H](C)CO)C[C@H]1C	-1	·	9	17	·	-4	-18	-10
COc1ccc(S(=O)(=O)Nc2ccc3c(c2)CC(=O)N([C@H](C)CO)C[C@@H](C)[C@H](CN(C)S(=O)(=O)c2ccccc2)O3)cc1	-1	1	4	4	-10	6	8	2

Remaining list, next part
SMILES	Cneo AK release	ARNT-TACC3 inh	PglD DTNB	C2C12 statin	PAX8 inh HTS	PGC1a acetyl inh	GSIS activator	LGR2 antag
Cc1cc(C)cc(C(=O)N2CCN=C2SCc2ccc([N+](=O)[O-])cc2)c1	5	-15	-6	·	4	3	-8	8
CCCN1CCN(C(=O)Cn2cnc3sc(C)c(S(=O)(=O)N4CCC(C)CC4)c3c2=O)CC1	-4	1	-3	-5	1	-2	1	9
Cc1ccc2oc(=O)cc(/C=C/c3ccccc3)c2c1	·	0	·	·	-4	·	5	14
C[C@@H]1CN([C@@H](C)CO)C(=O)c2cc(NS(=O)(=O)c3ccc(Cl)cc3)ccc2O[C@@H](C)CCCCO[C@@H]1CN(C)C(=O)Nc1cccc2ccccc12	-3	6	0	142*	11	6	5	3
CCC(=O)N[C@@H]1CC[C@@H](CC(=O)NCc2ccc(OC)cc2)O[C@H]1CO	23	12	-3	-5	-1	1	7	12
O=C(CN1C(=O)N/C(=C\c2ccccc2OCc2ccc(C(=O)O)cc2)C1=O)Nc1ccc(F)cc1	0	-8	-2	-4	11	9	8	3
O=C(CN1CCOCC1)NNC(=O)c1ccc([N+](=O)[O-])cc1	-1	9	-2	3	6	9	16	-7
CO[C@H]1CN(C)C(=O)c2cc(NS(C)(=O)=O)ccc2OC[C@@H](C)N(C(=O)c2ccc3c(c2)OCO3)C[C@@H]1C	0	-6	3	-9	-6	-1	17	2
C(C#CCN1CCOCC1)#CCN1CCOCC1	0	7	6	1	3	-3	13	-21
O=C(CCS(=O)(=O)c1ccc(Cl)cc1)N1CCN(S(=O)(=O)c2cccs2)CC1	2	0	4	0	22	13	·	·
O=C(Nc1nc(-c2ccccn2)cs1)c1cc(S(=O)(=O)N2CCOCC2)ccc1F	-2	74*	7	-6	51	-8	-18	-4
C=CCOc1ccc(/C=C\c2nc(O)c([N+](=O)[O-])c(=O)[nH]2)cc1OCC	0	9	6	-1	3	7	17	5

From PubChem BioAssay
